ABCB6 inh MLPCN – human ABCB6 transporter inhibition | K562-ABCB6 porphyrin accumulation, flow cytometry, 1 h; active compounds read low | Q9NP58 | fluorescence ratio to DMSO, % at 10 µM | 360,000 compounds, 0.19% hits;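 active = fluorescence ratio to DMSO below 75%, the collection mean minus 3 SD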;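 also: signal is porphyrin accumulated inside mitochondria; 100% equals median channel fluorescence of DMSO control wells; lower ratio means ABCB6 inhibition with less porphyrin fluorescence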
MC4R ag barr – human MC4R agonism via beta-arrestin; P32245; U2OS MC4R beta-arrestin complementation, luminescence; percent of melanotan II response, DMSO zero; activation, % at 8.9 µM; 360,000 compounds, 0.98% hits; AID 540308;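 active = activation above a per-plate cutoff, the mean activation of sample wells on that plate plus 3 SD, cut at about 8% in these data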
Target sequence (P32245 whole entry, looked up): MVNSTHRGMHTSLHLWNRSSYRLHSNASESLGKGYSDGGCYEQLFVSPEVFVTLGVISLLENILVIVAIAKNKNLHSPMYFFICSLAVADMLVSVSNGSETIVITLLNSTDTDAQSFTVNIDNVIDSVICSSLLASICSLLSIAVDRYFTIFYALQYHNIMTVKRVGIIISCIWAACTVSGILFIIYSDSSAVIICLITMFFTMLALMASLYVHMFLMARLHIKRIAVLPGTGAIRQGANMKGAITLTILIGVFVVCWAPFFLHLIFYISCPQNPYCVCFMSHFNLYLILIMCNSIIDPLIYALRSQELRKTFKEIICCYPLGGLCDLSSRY
HTR2A ag – agonists of mouse serotonin 5-HT2A receptor (HTR2A); 360,000 compounds, 0.66% hits; CHO-K1 mHTR2A beta-arrestin complementation, luminescence; percent of 30 µM serotonin response; P35363; activation, % at 7.6 µM;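 active = activation above a run cutoff, the mean activation of all tested compounds plus 3 SD, cut at about 14% in these data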;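 also: 0% = plate median of compound wells and 100% = 30 µM serotonin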
Target sequence (P35363 whole entry, looked up): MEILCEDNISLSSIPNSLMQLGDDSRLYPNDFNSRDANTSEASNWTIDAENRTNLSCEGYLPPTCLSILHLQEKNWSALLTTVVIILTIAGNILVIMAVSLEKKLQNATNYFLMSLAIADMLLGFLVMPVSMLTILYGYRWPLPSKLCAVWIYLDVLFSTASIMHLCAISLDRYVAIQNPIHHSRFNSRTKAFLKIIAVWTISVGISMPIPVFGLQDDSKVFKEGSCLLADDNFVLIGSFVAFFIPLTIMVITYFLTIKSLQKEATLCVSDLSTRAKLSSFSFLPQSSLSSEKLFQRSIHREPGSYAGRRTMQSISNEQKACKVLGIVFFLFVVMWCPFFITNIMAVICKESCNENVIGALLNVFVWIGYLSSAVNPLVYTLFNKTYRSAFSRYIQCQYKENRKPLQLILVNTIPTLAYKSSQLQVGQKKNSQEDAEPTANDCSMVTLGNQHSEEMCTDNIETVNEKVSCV
H9c2 protect – protects H9c2 cardiomyocytes from peroxide injury | 360,000 compounds, 0.63% hits | AID 588492 | protection from H2O2 cell death, % at 20 µM | H2O2 injury protection, ATPLite, 2 h;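 active = compounds giving at least 50% protection of heart cells from peroxide-induced death in the single-dose screen, raw or plate-pattern-corrected value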;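 also: 0% = DMSO wells with peroxide and 100% = DMSO wells without peroxide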
Glyco luc inh – N-linked glycosylation inhibition; D54 ERlucT glycosylation luciferase reporter, 24 h; percent of 100 nM tunicamycin response; reporter increase, % at 12.5 µM; 360,000 compounds, 0.23% hits;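 active = mean luciferase reporter signal, scaled so untreated is 0 and the glycosylation-blocking control 100, at or above a set limit in every replicate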;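 also: luciferase carries N-glycosylation sites so blocking glycosylation raises the light; 0% = median of neutral control wells and 100% = median of 100 nM tunicamycin wells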
Vif inh – HIV Vif inhibition; 340,000 compounds, 0.35% hits; inhibition, % at 7.49 µM; HEK293T cells, Vif self-association by quenched fluorescence, imaging, 24 h; in the data active = inhibition above about 50%, passing the limit was not always enough; also: some results filed as inactive read as strong as hits
PDI inh – blocks human protein disulfide isomerase activity; PDI insulin aggregation turbidity, A650, 90 min; inhibition, % at 10 µM; 350,000 compounds, 0.052% hits;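 active = mean inhibition across replicates of 30% or more, whatever share of single replicates reach that level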;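 also: absorbance from insulin aggregation driven by PDI reduction with DTT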
CaV13 FRET inh – Disruptors of the CACNA1D IQ motif to Ca2+-dependent inactivation inhibitor domain association, primary screening, Förster resonance energy transfer in intact living …; 340,000 compounds, 0.098% hits; HEK cells, CFP/YFP FRET ICDI-IQ, plate reader, 10 min; percent FRET-ratio fall versus neutral wells; inhibition, % at 12.3 µM;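 active = mean replicate inhibition of at least 30% and at least 1% of replicates passing that level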;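 also: 0% = median of the neutral control wells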
MC4R antag cAMP – antagonists of human melanocortin 4 receptor (MC4R); P32245; inhibition, % at 6.5 µM; 360,000 compounds, 0.48% hits; MC4R-expressing cells, MTII-stimulated cAMP, LANCE TR-FRET;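 active = inhibition above its plate's cutoff, the mean of tested wells on that plate plus 3 SD, cut at about 29% in these data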;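 also: 0% = Melanotan II alone and 100% = Melanotan II plus saturating MCL0020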
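Test system: U2OS cells stably expressing human melanocortin 4 receptor (MC4R); also added: Melanotan II challenge; compound: 6.5 µM single dose; timing: 30-min compound preincubation, 1-h Melanotan II challenge, 1-h detection, room temperature; signal: Eu-cAMP/anti-cAMP TR-FRET, emission 671 nm; repeats: one well per compound, no replicates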
aDG glyco up – alpha-DG glycosylation activation; Pro5-aDG cells, alpha-DG glycosylation AlphaScreen (IIH6); 0% Pro5, 100% B10-LARGE cell signal; activation, % at 10 µM; 360,000 compounds, 0.22% hits; AID 624168;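 active = activation of at least 8% versus controls, or a plate z-score of at least 8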;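 also: Pro5 are CHO cells carrying HIG-tagged alpha-DG that lacks glycosylation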
* = called active by the depositor; . = no result given.

SMILES	ABCB6 inh MLPCN	MC4R ag barr	HTR2A ag	H9c2 protect	Glyco luc inh	Vif inh	PDI inh	CaV13 FRET inh	MC4R antag cAMP	aDG glyco up
CC[C@@]1(C(=O)OC)N[C@H](CN(C)C(=O)Nc2ccc(Cl)cc2)[C@@H]2C(=O)N(Cc3ccccc3)C(=O)[C@@H]21	97	1.3	0	1	1	-9	-1	-7	7	-0.2
Cc1cnc(C(=O)OCC(=O)c2cc(C)n(CCc3ccc(F)cc3)c2C)cn1	88	-0.2	4	3	-2	-1	-1	-11	3	-0.1
Cc1ccccc1N(CC(=O)N/N=C/c1ccc(Cl)cc1)C(=O)c1ccccc1	93	4.3	3	-12	-1	-8	-6	30	5	0.3
CC(NC(=O)Cc1cccs1)C(c1cccs1)N1CCN(c2ccccc2)CC1 (stereo not drawn)	80	-1.1	-5	2	-5	.	-3	-8	8	0.1
COc1cc([N+](=O)[O-])ccc1-c1ccc(/C=N/NC(=O)OC(C)(C)C)o1	102	2.4	-1	0	4	11	-12	-70	11	-0.2
O=C(Nc1ccccc1)c1cc(S(=O)(=O)NCc2ccncc2)ccc1Cl	94	-2.7	5	-11	0	.	-2	-3	7	1.7
CCN1C(=O)C(O)(C2COC(C)(C)CC2=O)c2cc(Br)ccc21 (stereo not drawn)	100	-1.9	-2	-2	14	-3	3	-6	0	1.0
O=[N+]([O-])c1ccc(C(S(=O)(=O)Cc2ccccc2)S(=O)(=O)Cc2ccccc2)cc1	94	-3.5	2	-10	-1	-3	-7	-15	6	0.3
Cc1c2n(c3ccccc13)CCN(C)C2	100	-1.8	1	5	0	-5	-3	-11	-4	0.5
CCCCN(CC)CCNC(=O)Cn1cnc2sc(C)c(S(=O)(=O)N3CCC(C)CC3)c2c1=O	93	1.2	-1	0	-2	-2	-2	-3	0	0.0
Cc1ccc(Nc2c([N+](=O)[O-])c(=O)n(C)c3ccccc23)cc1C	99	-2.5	-1	7	-4	-8	8	-8	-8	0.1
CC(C)[C@@H](C(=O)O)N(Cc1cccc(CN([C@H](C(=O)O)C(C)C)S(C)(=O)=O)c1)S(C)(=O)=O	100	0.6	4	-1	1	1	-2	-2	-3	-0.1
Cc1cccc(NC(=O)c2ccco2)c1C	102	0.8	0	-2	1	0	-1	-22	15	0.0
O=[N+]([O-])c1cccc(-c2nnc(C3CC3)o2)c1	99	7.0	0	13	-1	-3	2	3	4	0.0
Fc1ccc(-n2nnc(-c3cccnc3)n2)cc1	95	-0.7	2	2	1	-1	17	-12	4	-0.1
C=CC[C@@H](CC(=O)N[C@@H](CO)Cc1ccccc1)C(=O)N[C@H](COC(=O)[C@H](CC=C)CC(=O)OC(C)(C)C)Cc1c[nH]c2ccccc12	90	1.4	1	2	10	-4	19	-4	9	0.7
O=C(CCl)Nc1ccc(S(=O)(=O)NC2=NCCCCC2)cc1	102	1.7	2	-8	9	-5	5	-5	9	1.1
Cc1cc(C)c(C)c(S(=O)(=O)NCC(=O)O)c1C	101	-0.8	1	8	0	24	7	-4	2	0.1
Cc1ccc(CN2C(=O)COc3cc(NS(C)(=O)=O)ccc32)cc1	96	-0.6	2	-4	1	0	2	-3	16	0.0
CCN(c1ccccc1)S(=O)(=O)c1ccc(Oc2ccc([N+](=O)[O-])cc2)nc1	95	-2.5	6	-11	-7	-19	-8	-1	-5	0.2
CCOC(=O)Cc1c(C)nc(N)[nH]c1=O	100	-2.5	2	8	2	6	4	7	-1	0.0
COc1ccc(-n2sc3ccccc3c2=O)cc1	97	-1.8	-5	-34	-7	5	7	-5	-8	0.0
CCN(CC)C(=O)C1=C(C)N(CCCN2CCCC2=O)C(=O)C(CC(=O)NCCCN(C)C)C1 (stereo not drawn)	96	1.7	7	3	2	19	3	-10	6	0.1
CC(=O)NC12CC3CC(CC(CC(=O)O)(C3)C1)C2	95	0.0	-1	0	0	-1	4	-5	17	-0.2

3 entries from above, with bars between the fields.
smiles | ABCB6 inh MLPCN | MC4R ag barr | HTR2A ag | H9c2 protect | Glyco luc inh | Vif inh | PDI inh | CaV13 FRET inh | MC4R antag cAMP | aDG glyco up
C=CC[C@@H](CC(=O)N[C@@H](CO)Cc1ccccc1)C(=O)N[C@H](COC(=O)[C@H](CC=C)CC(=O)OC(C)(C)C)Cc1c[nH]c2ccccc12 | 90 | 1.4 | 1 | 2 | 10 | -4 | 19 | -4 | 9 | 0.7
CCN(c1ccccc1)S(=O)(=O)c1ccc(Oc2ccc([N+](=O)[O-])cc2)nc1 | 95 | -2.5 | 6 | -11 | -7 | -19 | -8 | -1 | -5 | 0.2
CC(=O)NC12CC3CC(CC(CC(=O)O)(C3)C1)C2 | 95 | 0.0 | -1 | 0 | 0 | -1 | 4 | -5 | 17 | -0.2

The results go on:
SMILES	ABCB6 inh MLPCN	MC4R ag barr	HTR2A ag	H9c2 protect	Glyco luc inh	Vif inh	PDI inh	CaV13 FRET inh	MC4R antag cAMP	aDG glyco up
COCCn1c(=S)[nH]c2sc3c(c2c1=O)CCCC3	99	-1.5	3	-3	0	3	3	-3	14	-0.2
O=C(CN(C(=O)CCC(=O)Nc1ccccn1)c1ccc(F)cc1)NCc1ccco1	98	-2.6	-2	-1	-1	7	-5	-4	7	-0.1
COc1ccc(C(c2sc3ncnn3c2O)N2CC(C)OC(C)C2)cc1OC (stereo not drawn)	98	1.0	8	14	2	5	.	-1	-2	1.5
COC(=O)c1ccc(C(C(=O)NCc2ccccc2)N(Cc2cccs2)C(=O)c2cnccn2)cc1 (stereo not drawn)	96	3.3	2	76*	0	9	-4	-8	15	-0.2
Cc1ccc(F)c(Oc2cc(NN3CCCCC3)c([N+](=O)[O-])cc2[N+](=O)[O-])c1	97	-0.2	6	-14	-2	5	-6	-11	2	-0.4
COc1ccc(C2/C(=C(/O)c3ccc4c(c3)CC(C)O4)C(=O)C(=O)N2Cc2ccncc2)cc1 (stereo not drawn)	102	-2.5	2	2	0	22	2	-2	2	0.1
C#CCOCCOCCOCCNc1nc(N2CCN(C(=O)[C@H](C)n3cc(CCC(=O)O)nn3)CC2)nc(N2CCN(C(=O)[C@H](Cc3ccc(O)cc3)n3cc(CCO)nn3)CC2)n1	104	-1.5	0	-2	0	.	7	-6	16	-0.2
CC1(C)CC(=O)c2c(S(C)(=O)=O)sc(Br)c2C1	100	-2.8	-2	1	0	-1	3	-4	28	0.2
COC(=O)c1c(C(=O)OC)c2ccccn2c1C(=O)c1ccc([N+](=O)[O-])cc1	94	-1.8	6	-2	2	-3	8	-4	1	0.0
COc1cc(CN2CCNC(=O)C2CC(=O)NCCCN2CCOCC2)cc(OC)c1 (stereo not drawn)	98	0.5	0	-4	-1	8	0	-6	11	0.1
CC1=CCC2C(=O)N(c3cccc(C(=O)N(C)C4CCCCC4)c3)C(=O)C2C1 (stereo not drawn)	96	0.4	2	10	-1	-3	4	-5	22	-0.2
O=c1[nH]c(=S)n2c(c1-c1ccccc1)OC(CBr)C2 (stereo not drawn)	106	-0.9	2	12	0	4	2	-19	1	-0.2
CC(C)c1cc(CNC(=O)CCc2nnc(CCCc3ccccc3)o2)on1	102	-1.5	-6	3	-1	1	11	-18	5	0.1
CC(C)(C)NC(=O)C(c1ccc(O)cc1)N(C(=O)CCC(=O)Nc1ccccn1)c1ccc(F)cc1 (stereo not drawn)	98	-0.1	-4	10	-2	9	3	-4	8	0.0
O=C(Nc1nnc(SCc2ccccc2Cl)s1)C1COc2ccccc2O1 (stereo not drawn)	98	-2.4	0	-6	0	12	-5	-4	5	-0.1
Nc1c(N(Cc2ccco2)C(=O)c2cccc(Cl)c2)c(=O)[nH]c(=O)n1Cc1ccccc1	100	-0.9	8	4	1	-3	1	-6	1	0.1
NC(=S)Nc1cccc2[nH]ccc12	103	-2.0	-3	-3	1	-3	-13	5	6	-0.2
Cc1ccc(S(=O)(=O)Cc2ccc(C(=O)N3CCC(C)CC3)cc2)cc1	107	-0.6	-3	8	0	4	-2	.	-4	-0.9
CCOC(=O)CSc1nc2c(cnn2-c2ccc(C)cc2)c(=O)[nH]1	114	0.2	8	2	2	.	2	-5	4	-0.4
Cc1nc(-c2ccccc2)cc(-c2ccccc2)n1	97	-0.7	-3	-4	0	-2	5	6	9	0.1
C[C@H](CO)N1C[C@H](C)[C@H](CN(C)S(C)(=O)=O)OCc2ccccc2-c2c(n(C)c3ccccc23)C1=O	96	-0.7	5	6	1	-4	-4	-2	2	-0.1
CCCNC(=O)C1(C)CCN(Cc2ccc(Oc3ccccc3)cc2)C1 (stereo not drawn)	91	-1.6	-8	-16	-3	-18	5	-7	5	0.3
Nc1nonc1-n1nnc(C(=O)N/N=C/c2ccoc2)c1CSc1ccccc1	91	-3.5	2	4	0	7	4	.	-1	0.2
COc1ccc(CNC(=O)CCNC(=O)C2CCN(S(=O)(=O)c3ccc(OC)cc3)CC2)cc1	77	0.1	0	-5	-6	.	-2	-12	9	0.1
COc1ccc2cc3cc(C(=O)NCc4cccnc4)oc3nc2c1	101	0.5	1	6	10	16	-4	6	6	0.4
Nc1ccc(SC(F)(F)F)cc1C(=O)c1ccccc1	109	-0.3	-6	-12	3	-14	-2	.	9	0.3
O=C(O)c1ccc(NS(=O)(=O)c2ccc3nnn(O)c3c2)cc1	109	0.9	7	6	1	-2	20	-5	-1	0.0
Cc1cc(C)c2ccc(Cl)cc2n1	97	-0.6	4	7	0	-3	1	-6	9	-0.2
O=C(Nc1nc(-c2cccs2)c(-c2ccccc2)s1)c1ccco1	102	-0.2	2	15	9	-19	-14	.	-2	-0.1
Cc1nc2ccc(NC(=S)N3CCOCC3)cc2nc1C	81	0.8	1	17	-1	-5	5	-4	1	0.0
COc1cccc(/C=N/NC(=O)c2cc3c(OC)cccc3[nH]2)c1OC	388	-1.9	-3	30	4	-6	13	-6	-3	-0.4
Cc1ccccc1-n1ncc(C(C)NC(=O)c2ccco2)c1C (stereo not drawn)	108	-0.9	3	5	1	-4	3	8	4	1.3
CCCNC(=O)Cc1ccsc1	76	-0.6	-5	-3	1	-4	10	-4	-3	2.4
CC(=O)NC1=NN(C(C)=O)C(c2cccc([N+](=O)[O-])c2)S1 (stereo not drawn)	100	0.5	-3	4	-2	1	2	-6	3	0.0
COc1cc2c(cc1OC)/C(=C/C(=O)c1ccc(OC)c([N+](=O)[O-])c1)NCC2	88	2.4	10	12	-2	53*	6	-4	-3	-0.2
O=C(OCCOc1ccccc1F)c1cccc(S(=O)(=O)N2CCOCC2)c1	100	3.8	4	-3	-1	-12	8	-5	6	0.1
O=C(CCN1C(=O)S/C(=C\c2cccs2)C1=O)Nc1nccs1	96	0.5	-1	3	-1	-3	-6	-17	14	0.1
O=C(O)Cc1c(C(=O)O)[nH]c2ccc(C(=O)O)cc12	93	-1.5	0	5	-1	3	5	-5	7	0.1
Cc1ccc(C(c2c(C)nn(-c3ccccc3)c2N)c2c(C)nn(-c3ccccc3)c2N)cc1	100	-2.7	-6	-4	0	-1	5	-3	-5	-0.2
O=C(Nc1ccc(Br)c(Cl)c1)c1ccco1	100	-2.2	5	0	-3	16	-10	-4	0	0.2
CSc1ccc(CNc2ccc(C)c(C)c2)cc1	101	3.3	1	-12	0	-3	-6	-8	6	0.1
